IL1B secr inh: inflammasome signaling inhibition, IL-1 beta readout; activity change, % at 57.5 µM; THP-1 LPS/ATP IL-1B secretion, AlphaLISA, 16 h; active compounds read low; actives 4.7% (n = 360,000); in the data active = activity change below about -50%; inconclusive = mostly about -30% to -49%; note: % is set by controls: 0 for no effect and ±100 for the full control effect
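Secreted IL-1B measured by AlphaLISA bead assay after 16 h compound exposure of THP-1 cells; compounds (final up to 57.5 uM) added 1 h before LPS (250 ng/mL) and ATP (1.25 mM) stimulation; lower signal means less secretion.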
MCF10A rereplic: induces DNA re-replication in MCF 10a normal breast cells; AID 624296; Potency, µM (doses to about 46.1 µM), inactives show top-dose activity, positive = re-replication, most hits filed as activators; MCF 10A DNA re-replication, Hoechst nuclear intensity, 48 h; actives 2.9% (n = 350,000); note: potency is the fitted concentration of half-maximal effect; % of control where 0% means no effect; nearly all actives have a fitted effect of over 50% in size
HT1080NT lethal: kills 2HG-producing HT-1080-NT fibrosarcoma cells; HT-1080-NT fibrosarcoma viability, CellTiter-Glo ATP luminescence, 48 h; actives 1.6% (n = 360,000); AID 686970; Potency, µM (highest dose often 46.1 µM), for the others: at the highest dose activity, negative = less viability, usual class: cytotoxic;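 note: NT is the 2HG producing partner of a matched IDH1 knockdown line; potency is the fitted concentration of half-maximal effect; 0% = DMSO-treated cells and -100% = media-only wells without cells; nearly all actives have a fitted effect of over 55% in size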
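A 48-hour cytotoxicity screen used HT-1080-NT cells plated 2 hours before compound delivery. ATP-based CellTiter-Glo luminescence measured viability, normalized to DMSO and no-cell controls.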
SW480 rerep: inducers of DNA re-replication in SW480 colon cancer cells; SW480 DNA re-replication, Hoechst DNA content imaging, 48 h; Potency, µM (top dose mostly 46.1 µM), without a hit: top-dose re-replication activation, hits mostly activators; actives 1.8% (n = 340,000); note: potency is the fitted concentration of half-maximal effect; % of control where 0% means no effect; nearly all actives have a fitted effect of over 55% in size
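250 cells/well; 23 nL cpd via pin tool; 48 hr, 37 C, 5% CO2; Hoechst 40 min; imager read of total nuclear intensity, ex 405/em 500-530 nm.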
HepG2 viability: counter-screen for TGF-b inhibitors: cytotoxicity in HepG2 cells. HepG2 CAGA-GFP viability, ATP luminescence, 18 h. Potency, µM (titrated, usually from 46.1 µM), inactives show top-dose activity change, negative = cytotoxicity, hits mostly cytotoxic. actives 0.76% (n = 410,000); note: potency is the fitted concentration of half-maximal effect; some results filed as inactive show a strong effect at the top dose
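CellTiter-Glo luminescence gave cytotoxicity after 18 hours at 37 degrees C. The cells were HepG2 CAGA-GFP in 1% FBS DMEM, stimulated with 500 pg/mL TGF-beta after compound addition. %Activity was normalised to no-cell wells (complete cell-killing) and DMSO (no toxicity), and curves were fitted and classified.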
ATXN2 expr inh: inhibitors of ATXN2 expression | HEK-293 ATXN2-luciferase reporter, luminescence, 24 h | Potency, µM (titrated, usually from 57 µM), for the others: at the highest dose activity change, negative = inhibition, hits mostly inhibitors | actives 0.72% (n = 360,000) | AID 1745845; note: potency is the fitted concentration of half-maximal effect; % is set by controls: 0 for no effect and ±100 for the full control effect; nearly all actives have a fitted effect of over 55% in size
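qHTS (up to 57 uM final) was run with 24 h compound exposure of reporter cells at 37 °C. Each well was multiplexed: SteadyGlo luminescence measured ATXN2-luciferase expression after a fluorogenic Gly-Phe-AFC viability readout (25 uM final).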
ATXN viability: reduces viability in counter-screen for ATXN expression inhibitors. S2 cells (HEK-293 line with an ATXN2-luciferase reporter) viability, CellTiter-Fluor protease fluorescence, 24 h. Potency, µM (titrated, usually from 56.7 µM), hits mostly cytotoxic. actives 0.49% (n = 400,000). AID 651635; note: potency is the fitted concentration of half-maximal effect; nearly all actives have a fitted effect of over 40% in size
HT1080 IDH1KD tx: kills HT-1080 cells with IDH1 knockdown. HT-1080 IDH1 knockdown viability, ATP luminescence, 48 h. Potency, µM (series often up to 46.1 µM), for the others: top-dose activity, negative = toxicity, actives largely listed as cytotoxic. actives 2% (n = 360,000). AID 686971;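 note: potency is the fitted concentration of half-maximal effect; 0% = DMSO wells and -100% = cell-free medium wells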
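In this qHTS, HT-1080 cells depleted of IDH1 are exposed for 48 h at 37 °C to compound titrations. Toxicity is scored from CellTiter-Glo luminescence, with DMSO as full viability and medium alone as none.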
KB-3-1 cytotox: KB-3-1 parental cell cytotoxicity; KB-3-1 viability, CellTiter-Glo ATP luminescence, 72 h; Potency, µM (top dose mostly 46.1 µM), for the others: at the top dose activity change, negative = cytotoxic, most hits filed as cytotoxic; actives 1.4% (n = 400,000); note: potency is the fitted concentration of half-maximal effect; % is set by controls: 0 for no effect and ±100 for the full control effect; nearly all actives have a fitted effect of over 60% in size
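KB-3-1 cells, DMEM (no phenol red) + 10% FBS; compound by pin transfer, 72 h, 37 °C. Readout: CellTiter-Glo luminescence after 10 min. Data normalized, curve-fitted.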
* marks the source's active call; other numbers are inactive results; i = inactive; ? = inconclusive; . = no result given; & = joins results of further samples; [ ] = dose if it differs, or a comment. Unless noted, calls come from the whole dose curve; as a rule, active = well fitted curve in the direction sought with a large enough effect; inconclusive = small, poorly fitted or top-dose-only effect, or another doubt; inactive = no such curve, though single readings can be large; an effect the other way counts as inactive or inconclusive.

Order of results: ATXN2 expr inh, MCF10A rereplic, HT1080NT lethal, SW480 rerep, HepG2 viability, ATXN viability, KB-3-1 cytotox, HT1080 IDH1KD tx, IL1B secr inh
- NS(=O)(=O)Cc1noc2ccccc12
  2%&2%&7%, -11%&-6%&-5%, -2%&18%, 14%&-37%&1%, -8%&1%, ?, 0%&0%, 14%&1%, 16&21
- CCN1CSC(=S)N(Cc2ccc(OC)cc2)C1
  ., ?, 2%, ?, 7.9µM*, ?, ?, -2%, 25
- CCOc1ccc(NS(=O)(=O)c2cc(NC(=O)c3cccc(C)c3)ccc2Cl)cc1
  -21%, ?, ?, ?, -5%, i, ?, 26µM*, ?
- Cc1cccc(N2CCN(C(=O)c3cccn4c(=O)c5c(C)c(C)sc5nc34)CC2)c1C
  4%, ?, -1%, 23%, -3%, i, -4%, -12%, 114
- COCCNC(=O)C(c1ccc(O)cc1)N(Cc1cccs1)C(=O)CCC(=O)Nc1ccccn1 (configuration not stated)
  1%, -12%, 0%, 5%, 4%, i, -1%, 4%, -2
- COc1ccc(NS(=O)(=O)c2cccc(C(=O)NNC(=O)CNC(=O)c3ccccc3F)c2)cc1
  -2%, -2%, 6%, 2%, 23%, i, 12%, 4%, -2
- CCCN1CCN(C(=O)CCc2nnc3ccc(N4CCN(c5cccc(OC)c5)CC4)nn23)CC1
  2%, -2%, -11%, -3%, -24%, ?, -7%, -4%, -13
- COc1ccc(CNCCc2ccc(Cl)cc2)cc1OCc1ccccc1
  -31%[11.3 µM], 21%, ?, ?, -92%, ?, ?, ?, -96*
- NNC(=O)c1nc[nH]c1C(=O)Nc1ccccc1
  -1%, 0%, 11%, -1%, 7%, i, 7%, 6%, 0
- CC(=O)N1CCN(c2ccc(Oc3nc(-c4ccccc4)nc4ccccc34)cc2)CC1
  ., 4%, 1%, 1%, -13%, i, -5%, 11%, -11
- CCOC(=O)CCCCCC(=O)Nc1ccc2c(c1)C(=O)N([C@@H](C)CO)C[C@@H](C)[C@H](CN(C)C(=O)Nc1ccccc1)OCCCC[C@H](C)O2
  -11%, ., 4%, ., -18%, i, 5%, 4%, 17
- COC(=O)Cc1cc(=O)n(-c2nc3ccccc3s2)[nH]1
  5%, ?, 11%, -6%, 2%, i, 0%, 18%, 25
- O=[N+]([O-])c1ccc(N=Nc2c(Cl)cc(O)cc2Cl)cc1
  ., ?, 6.5µM*, ?, 3.2µM*, ?, 18µM*, 8.2µM*, ?
- CC(C)(C)c1nnc(NS(=O)(=O)c2ccc(F)cc2)s1
  -12%[11.3 µM], -25%, 15%, -33%[1.84 µM], -2%, i, 3%, 16%, 8
- Cn1cnnc1Sc1ccc(/C=C(\CCC(=O)O)c2nc3ccccc3s2)cc1[N+](=O)[O-]
  1%, 2%, 0%, -3%, -22%, i, 2%, 24%, 21
- O=C1C=CC(=O)N1c1ccccc1N1C(=O)C=CC1=O
  ?, ?, 6.5µM*, 2.3µM*, -95%, 35µM*, ?, 5.8µM*, -98*
- O=S(=O)(c1ccc(F)cc1)N1CCN(Cc2ccccn2)CC1
  -4%, -32%[inhibitor], -3%, ?, -5%, i, ?, 2%, -13
- COc1cccc(NC(=O)C(Sc2nnc3ccccn23)c2ccccc2)c1 (configuration not stated)
  6%, ?, 3%, -3%, 8%, i, 15%, 1%, -2
- Cc1ccc(C(=O)O/N=C(/c2nonc2N)N(C)C)cc1
  2%, -4%, -3%, -7%, 0%, i, 19%, -1%, 15
- O=c1c2cccnc2[nH]c(=S)n1CCC1=CCCCC1
  -28%, 4%, -1%, -3%, -7%, i, -5%, -9%, 0
- S=C(c1ccc(N2CCOCC2)cc1)N1CCOCC1
  3%, -1%, -4%, 2%, 5%, i, 4%, -7%, -7
- O=C(O)c1cccc(-c2nnn(Cc3ccccc3Cl)n2)c1
  11µM*, 1%, 4%, -1%, 5%, i, 2%, 0%, 0
- FC(F)(F)c1cnc(Oc2ccccc2-c2nnc(-c3ccc(Cl)cc3)o2)c(Cl)c1
  3%, 26%, 18%, -4%, -14%, i, -28%, 29%, 20
- CC(C)NC(=O)C(=O)NC1CCCCCC1
  24%, -3%, 11%, -4%, 5%, i, 2%, 18%, 4
- CCOc1ccc(NC(=O)CN2CCN(CC(=O)Nc3ccc(OC)cc3)CC2)cc1
  5%&24%, 3%, 6%, 10%, -12%&-2%, i, 0%&6%, -23%, -8
- CCOC(=O)c1c(NC(=O)CCC(=O)NCc2ccco2)sc2c1CCCC2
  -18%, 7%, -1%, -5%, -5%, i, 5%, -15%, -19
- Cc1cc(S(=O)(=O)NCCc2csc(-c3cccc(F)c3)n2)ccc1F
  ?, ., ., ., 13µM*, ?, ?, ., .
- CCOC(=O)C1=CCN(S(=O)(=O)c2ccc(C)cc2)C1c1cccc(C)c1 (configuration not stated)
  -26%, ., -21%, ., -4%, ?, -4%, ?, 31
- C=CCn1c(Cc2csc(N)n2)nnc1SCC(=O)OCC
  2%, -25%, 21%, -4%, 11%, i, 0%, 0%, -2
- COc1ccc(CN2CCn3ncc(C(=O)Nc4cc(C)cc(C)c4)c3C2=O)cc1
  ?, ?, ?, 1%, 4%, ?, -2%, ?, -4

Structural class: the compounds so far with a COOH group
Order of results: ATXN2 expr inh, MCF10A rereplic, HT1080NT lethal, SW480 rerep, HepG2 viability, ATXN viability, KB-3-1 cytotox, HT1080 IDH1KD tx, IL1B secr inh
- Cn1cnnc1Sc1ccc(/C=C(\CCC(=O)O)c2nc3ccccc3s2)cc1[N+](=O)[O-]
  1%, 2%, 0%, -3%, -22%, i, 2%, 24%, 21
- O=C(O)c1cccc(-c2nnn(Cc3ccccc3Cl)n2)c1
  11µM*, 1%, 4%, -1%, 5%, i, 2%, 0%, 0

Going on with the list.
Order of results: ATXN2 expr inh, MCF10A rereplic, HT1080NT lethal, SW480 rerep, HepG2 viability, ATXN viability, KB-3-1 cytotox, HT1080 IDH1KD tx, IL1B secr inh
- CN(C)Cc1c(O)ccc2occ(C(O)c3ccccc3)c12 (configuration not stated)
  -17%, -2%, -3%, -1%, 0%, ?, 9%, 2%, -15
- COc1ccc(S(=O)(=O)N(C)c2ccc(C(=O)NCc3ccccn3)cc2)cc1OC
  -3%, 1%, -1%, 1%, -5%, i, ., -11%, -4
- CCC(C(=O)Nc1nc(C)cs1)c1ccccc1 (configuration not stated)
  6%, 10%, -14%, -2%, -12%, i, -11%, -7%, 41
- CN1CCN(S(=O)(=O)c2cccc(C(=O)N(C)Cc3cccs3)c2)CC1
  -10%, 7%, 1%, -46%[inhibitor], 4%, i, 3%, 3%, -3
- CCOCCOC(=O)C1=C(C)N(C)C(=O)NC1c1cc(Cl)c(O)c(OC)c1 (configuration not stated)
  44%[activator], 8%, 0%, 0%, -22%, i, 3%, 2%, 17
- Cc1sc(NC(=O)c2cccc([N+](=O)[O-])c2)c(C(N)=O)c1-c1ccc(C(C)(C)C)cc1
  29%, 3%, 22%, -7%, -26%, i, -14%, 21%, -17
- CC(C)(C)n1nc2c(c1NC(=O)CCCc1ccccc1)CS(=O)C2 (configuration not stated)
  2%, -8%, 6%, 1%, 1%, i, 13%, 4%, -2
- Cc1nn(Cc2ccccc2)c(Cl)c1C(=O)NC(C)(C)C
  2%, 7%, 4%, -5%, -42%, i, 20%, 0%, 12
- CC(C)(CNC(=O)Cc1ccc(Cl)cc1Cl)N1CCCCC1
  -13%, 20%, -1%, -2%, 3%, i, 1%, 12%, -8
- Nc1nonc1C(=O)NC(c1ccccc1)c1ccccc1
  4%, -18%, 9%, 12%, -6%, i, -6%, 7%, -10
- O=C(C1=C[C@@H](C2CCCCC2)C[C@@H](OCCCCO)O1)N1CCN(Cc2ccc3c(c2)OCO3)CC1
  ?, 10%, -14%, -22%[9.22 µM], -7%, ?, 0%, 4%, ?
- c1ccc2cc(Cn3ccnc3)ccc2c1
  ., 15%, -15%, -6%, -20%, ?, 0%, -2%, 6
- O=C(NNC(=O)c1cccc2ccccc12)c1ccc(Br)cc1
  19%, 2%, -5%, 0%, -29%, i, 12%, -8%, -7

Reprinted at random: 4 compounds from above, in no set order.
Order of results: ATXN2 expr inh, MCF10A rereplic, HT1080NT lethal, SW480 rerep, HepG2 viability, ATXN viability, KB-3-1 cytotox, HT1080 IDH1KD tx, IL1B secr inh
- O=C(C1=C[C@@H](C2CCCCC2)C[C@@H](OCCCCO)O1)N1CCN(Cc2ccc3c(c2)OCO3)CC1
  ?, 10%, -14%, -22%[9.22 µM], -7%, ?, 0%, 4%, ?
- O=C(NNC(=O)c1cccc2ccccc12)c1ccc(Br)cc1
  19%, 2%, -5%, 0%, -29%, i, 12%, -8%, -7
- CC(C)(C)n1nc2c(c1NC(=O)CCCc1ccccc1)CS(=O)C2 (configuration not stated)
  2%, -8%, 6%, 1%, 1%, i, 13%, 4%, -2
- CCOCCOC(=O)C1=C(C)N(C)C(=O)NC1c1cc(Cl)c(O)c(OC)c1 (configuration not stated)
  44%[activator], 8%, 0%, 0%, -22%, i, 3%, 2%, 17

Screening data from PubChem BioAssay.
